S1P4 antagonist: S1P4 receptor antagonists, primary screen, cell-based; Sphingosine 1-phosphate receptor 4 (Homo sapiens), O95977; S1P4-expressing cells, antagonist mode, reporter read-out; inhibition, % at 4.98 µM; 220,000 compounds, 0.26% hits; AID 1510, 2009; in the data active = inhibition above about 29%;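 also: 0% = wells stimulated with agonist and 100% = vehicle wells without agonist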
Runt-CBFb FRET: inhibitors of RUNX1 Runt–CBFb binding, primary screen, biochemical, FRET, Cerulean-Runt, Venus-CBFb, uHTS; Runt-related transcription factor 1 (Homo sapiens) + Core-binding factor subunit beta …; Cerulean-Runt/Venus-CBFb FRET ratio 530/480, 1 h; inhibition, % at 20 µM; 220,000 compounds, 0.46% hits;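 active = inhibition over about 50% at 20 µM in the single-dose screen, limit read from the data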;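 also: 0% = DMSO wells and 100% = excess unlabeled CBFb competitor control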
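test system = Cerulean-tagged RUNX1 Runt domain (FRET donor) fusion protein | reagent = Venus-CBFb binding partner, 100 nM | incubation = protein complex preformed 1 h, compound exposure 1 h, room temperature, dark | detection = FRET fluorescence | read-out basis = loss of energy transfer signal | controls = 5 µM unlabeled CBFb as full-inhibition high control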
NPY-Y1 antag: NPY-Y1 receptor antagonists, primary screen, cell-based. Neuropeptide Y receptor type 1 (Homo sapiens), P25929. HEK293-CNG Y1 cells, membrane potential fluorescence; NPY at EC95, then isoproterenol. inhibition, % at 3.6 µM. 200,000 compounds, 1% hits. AID 1040, 2008;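 active = inhibition above the campaign mean inhibition of all tested compounds plus 3 SD, cut at about 20% in these data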;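 also: 0% = DMSO wells given NPY plus isoproterenol and 100% = isoproterenol alone without NPY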
Target sequence (P25929 whole entry, looked up): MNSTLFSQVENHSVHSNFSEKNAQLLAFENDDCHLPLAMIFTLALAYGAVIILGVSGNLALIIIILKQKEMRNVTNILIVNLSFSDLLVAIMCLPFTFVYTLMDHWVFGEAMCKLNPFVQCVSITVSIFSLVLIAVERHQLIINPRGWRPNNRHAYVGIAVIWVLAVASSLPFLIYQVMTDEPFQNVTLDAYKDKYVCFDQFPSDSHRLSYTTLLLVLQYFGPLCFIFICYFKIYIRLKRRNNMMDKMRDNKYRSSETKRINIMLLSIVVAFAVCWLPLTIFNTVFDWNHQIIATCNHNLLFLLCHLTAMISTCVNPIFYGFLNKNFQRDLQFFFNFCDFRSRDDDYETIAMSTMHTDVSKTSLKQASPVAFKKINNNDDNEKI
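Test system – HEK293 Y1/CNG channel cell line · Also added – NPY agonist 25 nM, then isoproterenol 1 µM plus Ro 20-1724 25 µM · Compound dosing – one concentration, 3.6 µM, in 0.4% DMSO · Schedule – compound incubation 1 h at room temperature, readout 45 min post-stimulation · Technique – fluorescence, membrane potential probe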
S1P4 agonist: S1P4 receptor agonists, primary screen, cell-based; Sphingosine 1-phosphate receptor 4 (Homo sapiens), O95977; S1P4-expressing cell line, agonist reporter assay; activation, % at 4.98 µM; 220,000 compounds, 0.35% hits; in the data active = activation above about 11%;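 also: 0% = DMSO vehicle and 100% = reference agonist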
BaF3 parental: parental Ba/F3 cell viability inhibition, counter-screen for JAK2V617F inhibitor project, murine pro-B, CellTiter-Glo luminescence | CellTiter-Glo ATP luminescence | inhibition, % at 5.6 µM | 220,000 compounds, 1.1% hits;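 active = inhibition above a per-campaign cutoff, the mean inhibition of all tested compounds plus 3 SD, cut at about 27% in these data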;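 also: 0% = DMSO wells and 100% = JAK Inhibitor I control wells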
RBBP9 inh: human RBBP9 inhibitors, primary screen, biochemical, fluorescence polarization, FP-Rh probe, HTS; Serine hydrolase RBBP9 (Homo sapiens), O75884; recombinant RBBP9; inhibition, % at 7.94 µM; 220,000 compounds, 0.2% hits;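 active = inhibition above the campaign mean of all tested compounds plus 3 SD, cut at about 14% in these data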;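 also: plate controls were DMSO wells with RBBP9 for no effect and wells lacking RBBP9 protein for full effect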
Target sequence (O75884 whole entry, looked up): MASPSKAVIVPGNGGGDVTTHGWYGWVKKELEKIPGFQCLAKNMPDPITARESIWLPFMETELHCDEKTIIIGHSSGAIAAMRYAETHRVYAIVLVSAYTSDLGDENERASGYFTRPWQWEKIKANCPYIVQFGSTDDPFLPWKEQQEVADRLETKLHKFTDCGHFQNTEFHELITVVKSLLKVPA
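System: RBBP9 protein / Quantity: 2.5 µM RBBP9 dispensing solution, before mixing / Also added: Serine-hydrolase probe FP-Rh, 375 nM pre-mixing / Dosing: 7.94 µM single dose, 0.794% DMSO / Timing: enzyme-compound preincubation 30 min, then probe labeling 45 min, 25 °C / Signal: FP readout at 525/598 nm / Controls: DMSO-treated enzyme wells and wells lacking RBBP9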
NPY2 pot ag: NPY-Y2 potentiators or agonists, primary screen, cell-based. cells expressing NPY-Y2, potentiator/agonist read-out. Neuropeptide Y receptor type 2 (Homo sapiens), P49146. 220,000 compounds, 0.45% hits. activation, % at 3.6 µM; in the data active = activation above about 27%;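 also: cells stimulated with NPY near EC25 plus isoproterenol at EC100; 0% = vehicle plus submaximal agonist and 100% = vehicle plus saturating agonist; some results beyond the cut were filed as inactive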
Target sequence (P49146 whole entry, looked up): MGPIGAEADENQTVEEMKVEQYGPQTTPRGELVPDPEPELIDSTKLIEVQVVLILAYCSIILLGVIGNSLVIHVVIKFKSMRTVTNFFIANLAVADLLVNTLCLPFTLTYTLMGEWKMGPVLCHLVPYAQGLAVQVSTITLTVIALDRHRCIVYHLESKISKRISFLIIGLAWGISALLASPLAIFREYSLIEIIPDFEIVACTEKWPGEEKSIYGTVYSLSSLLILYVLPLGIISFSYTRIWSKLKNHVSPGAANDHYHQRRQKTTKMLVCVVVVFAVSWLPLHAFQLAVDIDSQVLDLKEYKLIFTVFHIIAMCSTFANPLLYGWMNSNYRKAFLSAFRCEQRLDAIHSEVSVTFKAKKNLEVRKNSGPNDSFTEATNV
NPY1 pot ag: NPY-Y1 receptor potentiators or agonists, primary screen, cell-based; activation, % at 3.6 µM; 220,000 compounds, 0.37% hits; Neuropeptide Y receptor type 1 (Homo sapiens), P25929; NPY-Y1 expressing cells, potentiator/agonist activation; AID 1304, 2008; in the data active = activation above about 33%, passing the limit was not always enough;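 also: cells stimulated with NPY at EC10 then isoproterenol at EC100; 0% = low agonist plus stimulus and 100% = saturating agonist plus stimulus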
Ba/F3 V617F tox: reduced viability of JAK2V617F-dependent Ba/F3 cells, primary screen, JAK2V617F inhibitor project, cell-based, Ba/F3 EpoR-JAK2V617F, luminescence; inhibition, % at 5.6 µM; ATP luminescence; 220,000 compounds, 1.1% hits;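 active = inhibition above the campaign mean plus 3 SD over all tested compounds, cut at about 24% in these data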;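 also: cytokine-independent growth of Ba/F3 cells driven by EpoR plus mutant JAK2; 0% = DMSO-treated cells and 100% = JAK inhibitor I control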
* = called active by the depositor; / = no result given. This is a random part of the collection (roughly 3.6% active in at least one column).

SMILES	S1P4 antagonist	Runt-CBFb FRET	NPY-Y1 antag	S1P4 agonist	BaF3 parental	RBBP9 inh	NPY2 pot ag	NPY1 pot ag	Ba/F3 V617F tox
COc1ccccc1N1CCN(CCN2C(=O)CC(=C3c4ccccc4-c4ccccc43)C2=O)CC1	1	/	4	1.6	1	-7	-1	-42	1
CC(C)=CC(=O)N1CCC(N2CCC(C(=O)N3CCOCC3)CC2)CC1	-15	2	6	0.6	0	-8	14	2	-2
COCCNC(=O)COc1ccc(Oc2ccccc2)cc1	-6	-2	0	-1.7	6	2	6	5	-2
CCc1ccc(/C=C2/Sc3ccccc3N(CC(=O)NCCCOC)C2=O)cc1	5	-6	2	1.2	2	3	-15	8	-3
CCOc1ccc(OCC)c(NC(=O)Cn2cccc2)c1	8	4	12	0.3	1	-4	3	8	-5
CC1CN(C(=O)N2c3ccccc3Sc3ccccc32)C(C)CC1=O (centres undefined)	-42	-2	-2	3.2	0	-7	9	-21	-3
CCOCCCn1c(=NC(C)=O)c(C(=O)OCC)cc2c(=O)n3ccccc3nc21	3	52*	0	8.2	6	-3	5	11	4
COc1nc(OCCNC(C)=O)nc(N(C)C)n1	8	0	-3	-0.7	3	-4	2	-6	3
CC1CCCC(C(=O)O)N1C(=O)CCS (centres undefined)	-7	-2	-1	-2.2	2	2	-9	5	-5
COc1ccc(C2(CNC(=O)c3cccc([N+](=O)[O-])c3)CCCCC2)cc1OC	-23	-3	6	-0.5	3	0	-10	-18	-5
O=C(O)Cn1ccc2ccccc21	-12	-1	/	-0.3	-1	2	-7	3	0
C/C(=N\Nc1ccc(Cl)c(C(=O)O)c1)c1cccs1	8	5	/	-2.2	-2	-1	6	14	-2
CCOc1cc(/C=N/NC(=O)COc2cccc(C)c2)ccc1OC(=O)c1cccs1	-21	-2	8	1.8	4	-15	-29	-11	2
CCOC(=O)c1c(NC(=O)COc2ccccc2)sc2c1CC(C)(C)NC2(C)C	8	-2	8	1.0	6	-5	-5	-9	-2
Cc1c(NC(=O)C2CCN(S(=O)(=O)c3ccc(Cl)cc3)CC2)c(=O)n(-c2ccccc2)n1C	3	1	-1	-1.2	2	-4	4	15	-4
COc1ccc(Cn2c(=O)sc3ccccc32)cc1	-5	0	0	1.8	2	0	2	16	1
CCNc1c2c(nc3ccccc13)CC(C)(C)CC2=O	-8	0	3	-1.9	0	-3	-19	-28	-4
COc1ccc2[nH]c(C)c(CCNC(=S)Nc3cccc(C)c3)c2c1	2	0	-3	0.9	6	0	12	18	-3
CCC(c1nnnn1CC1CCCO1)N(CCN1CCOCC1)Cc1cc2cc(C)ccc2[nH]c1=O (centres undefined)	2	2	6	-3.1	4	-5	13	-6	1
COC(=O)c1cn(NC(=O)C2CCCCC2)c(=O)c2ccccc12	-4	2	6	-0.3	4	-9	4	5	0
CC(=O)c1c(C)[nH]c(C(=O)CSc2ccc(F)cc2)c1C	-12	-1	/	-0.5	3	-5	15	-8	0
Cc1ccc(NC2CC(=O)N(c3ccc(N4CCCCC4)cc3)C2=O)cc1 (centres undefined)	-14	2	5	-1.6	2	6	7	-19	-5
COc1ccc(C2C(C(=O)O)c3ccccc3C(=O)N2C)cc1Br (centres undefined)	-5	1	2	-0.9	7	-7	7	0	-1
CCOC(=O)c1cnc(SC)nc1Sc1ccccc1	-2	-2	5	1.2	4	-6	-20	-10	-2
C=CCn1c(CCCOc2ccc(Cl)cc2Cl)n[nH]c1=S	-5	4	4	-0.8	8	-5	5	-15	-3
Cc1snc(S(=O)(=O)Cc2c(Cl)cccc2Cl)c1C#N	-21	-2	-4	-0.9	-1	-5	-4	16	-2
CCNC(=O)COC(=O)C1CCC(=O)N(c2ccc(OC)cc2)C1c1ccc(OC)cc1 (centres undefined)	-11	0	5	-1.9	3	2	-1	8	-5
O=C(N/N=C/C=C/c1ccc(Br)cc1)C(O)c1ccccc1 (centres undefined)	-3	-2	-3	-3.4	8	0	1	-12	2
COn1c(-c2ccc(Cl)cc2Cl)nc2ncccc21	-7	-1	5	0.7	3	-9	-5	1	3
CC1CCOC2(O1)C(=O)N(CN1CCN(c3ccccc3F)CC1)c1ccccc12 (centres undefined)	8	2	5	0.3	3	1	3	1	0
O=C(Nc1cccc(F)c1)c1ccccc1-c1ccccc1	-20	0	-3	-1.9	3	-9	3	-24	-4
CCc1cc2ccccc2nc1SCC(=O)Nc1cc(C)on1	-12	-3	3	0.5	0	-3	19	-17	-5
Nc1nnc(CCS(=O)(=O)c2ccc(Cl)cc2)s1	-1	3	2	-4.1	-1	-6	-1	-11	-2
CCCn1c(C)nc2c(c1=O)c1nc3ccccc3nc1n2CCc1ccccc1	0	/	9	-1.8	0	3	12	4	-2
COc1cc(C2c3c(-c4cc(C)cc(C)c4O)n[nH]c3C(=O)N2CCCO)cc(OC)c1OC (centres undefined)	-18	-4	2	0.0	6	-7	2	0	3
CCOC(=O)Cc1csc(NC(=O)c2ccc(Br)s2)n1	-8	1	2	-3.1	1	-4	10	-2	-3

One compound at a time (already shown). Order of values: S1P4 antagonist | Runt-CBFb FRET | NPY-Y1 antag | S1P4 agonist | BaF3 parental | RBBP9 inh | NPY2 pot ag | NPY1 pot ag | Ba/F3 V617F tox
`CCNC(=O)COC(=O)C1CCC(=O)N(c2ccc(OC)cc2)C1c1ccc(OC)cc1` (centres undefined) is listed with -11 | 0 | 5 | -1.9 | 3 | 2 | -1 | 8 | -5
`COn1c(-c2ccc(Cl)cc2Cl)nc2ncccc21` is listed with -7 | -1 | 5 | 0.7 | 3 | -9 | -5 | 1 | 3
`CCOC(=O)Cc1csc(NC(=O)c2ccc(Br)s2)n1` is listed with -8 | 1 | 2 | -3.1 | 1 | -4 | 10 | -2 | -3

The listing continues:
SMILES	S1P4 antagonist	Runt-CBFb FRET	NPY-Y1 antag	S1P4 agonist	BaF3 parental	RBBP9 inh	NPY2 pot ag	NPY1 pot ag	Ba/F3 V617F tox
CCOc1ccc(N2C(=O)/C(=C\c3ccc(O)c(OC)c3)S(=O)(=O)C2c2cccc([N+](=O)[O-])c2)cc1 (centres undefined)	-18	-10	12	0.8	2	-10	6	12	1
CCc1c(C(C)S(=O)(=O)c2ccc(C)cc2)[nH]c(=O)n1-c1ccc(C)cc1 (centres undefined)	-1	13	0	-0.2	2	4	2	-5	-3
COc1ccccc1NC(=S)N1CCC(c2nc3cc(C)c(C)cc3[nH]2)CC1	-4	2	3	-0.6	2	1	-17	6	-3
COc1cc2c(cc1NC(=O)c1cc(-c3ccccn3)nc3ccccc13)oc1ccccc12	-21	-13	3	0.0	5	1	2	0	-3
CCC1CCCCN1C(=O)COc1cc(=O)n(C)c2ccccc12 (centres undefined)	-12	1	6	-1.2	11	-4	-15	-1	1
CCOC(=O)C1=C(c2ccccc2)OC(N)=C(C#N)C1c1ccc(Br)s1 (centres undefined)	-4	1	2	0.5	6	-4	14	17	-2
O=C(CC(c1ccccc1)c1ccccc1)Nc1ccc2c(c1)OCCO2	-5	/	14	-0.8	9	-2	0	20	6
CN(C)CCCN(C(=O)COc1ccccc1)c1nc2ccc(Cl)cc2s1	1	0	0	0.8	6	-7	-1	4	4
N/C(Cc1ccc([N+](=O)[O-])cc1)=N\OC(=O)c1ccccc1F	-4	-1	0	-1.7	6	0	-13	-21	3
Cc1cccn2c(=O)c3cc(C(=O)NCC4CCCO4)c(=N)n(Cc4cccnc4)c3nc12 (centres undefined)	-22	18	4	3.6	13	9	1	6	4
C=CCNC(=S)N/N=C(\C)c1cccc(OC)c1	-5	2	4	1.2	3	-5	7	-6	-4
Cc1ccc(Oc2nc(CN3CCOCC3)nc3sc4c(c23)CCC(C)C4)cc1C (centres undefined)	-16	-4	5	-0.5	5	-4	-4	-17	-3
Cn1c2ccccc2c2c(C(=O)O)cn(C3CCCC3)c(=O)c21	-6	0	-5	2.6	0	-6	-15	-12	-3
Cc1ccc(CN2C(=O)CCC2C(=O)NC2CC2)cc1 (centres undefined)	-17	0	0	-2.1	-2	-4	-14	-4	-3
O=C(COC(=O)CCCSc1nc2ccccc2[nH]1)Nc1ccc(Cl)cc1	-6	1	-7	4.3	-3	-3	-1	-21	-5
O=C(O)CCC(=O)N(Cc1ccco1)c1nc(-c2ccccc2)cs1	-2	-2	3	-2.1	4	-9	-20	-15	2
CSc1ccccc1C(=O)Nc1ccc2c(c1)OCO2	-4	-1	0	1.2	11	-8	-3	5	1
CC(C)OC(=O)CSc1nc(C(C)C)nc2ccccc12	-26	/	10	0.7	2	-8	-11	-25	3
CCc1ccccc1NC(=O)Nc1cc(F)ccc1F	-10	-2	2	0.1	0	-7	2	-2	1
O=C(NN1C(=O)c2ccccc2NC1c1ccco1)c1ccc(Br)cc1 (centres undefined)	-12	/	-6	-1.0	9	-4	7	11	-1
CCCn1nc([N+](=O)[O-])c(C(C#N)c2nc3ccccc3o2)c(Cl)c1=O (centres undefined)	2	-8	2	2.2	4	2	15	13	-1
O=C(/C=C/c1ccccc1Cl)NNC(=O)c1cccs1	-45	1	6	0.6	10	-10	-6	-3	3
COCCN(C(C)=O)c1nnc(-c2cnccn2)s1	3	0	-3	-1.6	-3	4	17	21	-3
O=C(N/N=C/c1cccs1)C(=O)Nc1cccc(Cl)c1	-2	-1	3	-3.0	0	7	-6	-4	-5
CCC1Sc2ccccc2N(CC(=O)NC2CCCCC2)C1=O (centres undefined)	5	-2	10	-1.9	-2	-5	-12	-12	2
CC(=O)N1CCN(c2ccc(NC(=S)NC(=O)c3ccccc3)cc2)CC1	-9	1	2	-1.9	8	-1	4	-12	-3
COc1ccc(S(=O)(=O)N(C(C)=O)c2ccc3oc(=O)sc3c2)cc1	-10	67*	0	-0.7	2	14	-8	3	-3
CCN(CC)CCNC(=O)CSc1c2c(nc3cc(Cl)ccc13)CCCC2	4	1	-5	-0.7	-6	-5	3	7	5
CCOc1cc(/C=N/NC(=O)CN2CCCCC2)ccc1OCc1ccccc1	-9	-1	13	2.1	3	-6	-10	-24	0
C/C(N)=C(/C#N)C(=O)CSc1nnc(Nc2ccccc2)s1	5	1	3	-0.5	7	-2	0	-7	7
CC(=O)N1CCc2cc(S(=O)(=O)NC(CC(C)C)C(=O)Nc3cc(C)ccn3)ccc21 (centres undefined)	-6	-4	2	-0.4	7	-9	1	7	2
